Screening data from PubChem.
KCNQ1 inh – inhibitors of human KCNQ1 channel, primary screen, cell-based, thallium flux, high-throughput. CHO-K1 KCNQ1, FluxOR thallium flux fluorescence; active compounds read high. B-score at 10 µM. Potassium voltage-gated channel subfamily KQT member 1 (Homo sapiens), P51787. 310,000 tested, 1.3% active;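 active means compounds whose thallium flux B-score, printed positive for inhibition, exceeds three library SD while starting fluorescence stays within three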;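 further: channel opened by potassium depolarization with thallium stimulus after 20 min compound exposure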
Target sequence (P51787 whole entry, looked up): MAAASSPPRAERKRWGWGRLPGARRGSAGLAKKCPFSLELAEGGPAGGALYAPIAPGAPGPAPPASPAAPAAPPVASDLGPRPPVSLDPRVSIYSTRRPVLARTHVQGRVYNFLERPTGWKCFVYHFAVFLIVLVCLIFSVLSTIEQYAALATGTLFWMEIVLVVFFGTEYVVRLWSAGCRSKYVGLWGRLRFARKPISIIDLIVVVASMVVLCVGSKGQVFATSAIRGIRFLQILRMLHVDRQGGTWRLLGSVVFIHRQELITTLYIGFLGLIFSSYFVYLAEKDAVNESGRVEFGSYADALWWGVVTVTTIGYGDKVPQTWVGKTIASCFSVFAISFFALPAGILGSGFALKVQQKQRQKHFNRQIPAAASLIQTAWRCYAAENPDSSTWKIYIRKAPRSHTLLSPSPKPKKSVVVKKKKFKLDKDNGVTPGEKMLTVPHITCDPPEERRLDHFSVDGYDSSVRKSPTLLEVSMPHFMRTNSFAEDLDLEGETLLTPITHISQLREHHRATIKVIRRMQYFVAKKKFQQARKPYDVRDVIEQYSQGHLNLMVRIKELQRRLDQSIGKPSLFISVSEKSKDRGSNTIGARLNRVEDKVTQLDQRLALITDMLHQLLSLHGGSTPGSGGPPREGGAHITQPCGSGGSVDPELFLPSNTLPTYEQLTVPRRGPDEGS
KCNK9 block – KCNK9 potassium channel inhibitors, primary screen, HEK293 cells, thallium flux. FluxOR thallium flux fluorescence; active compounds read low. B-score at 10 µM. 310,000 tested, 1.2% active. AID 488922, 2010;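 active means ratio B-score over 3 SD below the library mean, with starting fluorescence within 5 SD of its mean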;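 further: negative B-score means less thallium flux so channel inhibition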
PolyA inhibitor – polyadenylation inhibitors in yeast reporter cells, primary screen, luminescence, S. cerevisiae; 300,000 tested, 0.02% active; S. cerevisiae SKY197-pL101 polyadenylation reporter, beta-gal luminescence; efflux-impaired pdr1/pdr3 knockout yeast; score 100 = 6 SD above DMSO; calls only at 12 µM;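 active means lowest replicate activity score at least 50, where 100 means six control SD above control mean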;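 further: yeast exposed to compound for 9 h at 30 °C; higher score means more reporter readthrough which indicates perturbed polyadenylation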
hERG protect – hERG rescue from dofetilide block, primary screen, cell-based, CHO-hERG, FluxOR thallium flux, dofetilide IC70; Voltage-gated inwardly rectifying potassium channel KCNH2 (Homo sapiens), Q12809; dofetilide IC70 present; activation (rescue from dofetilide block), less the hit threshold, % at 10 µM; 310,000 tested, 0.51% active;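 active means activation above the mean of controls blocked by dofetilide plus 5 SD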;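 further: thallium influx through hERG after potassium depolarization seen as dye fluorescence rise; in these data hits start at about 4.7%; inactives centre near -7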
Platelet DG rel – inhibitors of platelet dense granule secretion, primary screen, cell-based, MLPCN, human platelets. 300,000 tested, 0.22% active. human platelet-rich plasma, SFLLRN dense granule ATP release, luminescence. AID 1663, 2009. inhibition, %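 (compounds screened at 7.5 µM in platelet-rich plasma)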;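 active means mean replicate score, as percent of positive control, at or above 50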
TRPC4 agonist – activators of mouse TRPC4 channel, primary screen, Fluo4 calcium, HEK293 TRPC4beta/mu-opioid cells; Short transient receptor potential channel 4 (Mus musculus), Q9QUQ5; Fluo4 calcium fluorescence; active compounds read high; B-score at 10 µM; 310,000 tested, 0.49% active;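 active means B-score above 5 SD of library B-scores, and initial fluorescence ratio not above library mean plus 5 SD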;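 further: positive B-score marks a calcium rise read as TRPC4 activation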
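System – HEK293 cells stably co-expressing mouse TRPC4beta and mu-opioid receptor · Signal – Fluo4 calcium-sensitive dye fluorescence, kinetic, 1 Hz baseline · Benchmarks – buffer (low) and maximal DAMGO (high) · Read-out – B score of integrated fluorescence ratio per well · Incubation – dye loading 45 min room temperature, 110 s kinetic read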
TRPC4 block – inhibitors of mouse TRPC4 channel, primary screen, Fluo4 calcium, HEK293 TRPC4beta/mu-opioid cells; B-score at 10 µM; DAMGO-evoked Fluo4 calcium flux; active compounds read low; Short transient receptor potential channel 4 (Mus musculus), Q9QUQ5; 300,000 tested, 0.39% active;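 active means B-score over 3 SD under the library average, no early fluorescence shift, positive overall ratio signal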
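Material: HEK293 cells with stable TRPC4beta plus mu-opioid receptor expression / Probe or stimulus: DAMGO in two steps, submaximal then maximal / Compound: single concentration per test compound / Technique: kinetic Fluo4 fluorescence imaging of calcium influx / Read-out: per-well B score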
DYRK1A inh – rat Dyrk1A kinase inhibitors, primary screen, biochemical, single point, plate reader; ADP-Glo luminescence, NFATc1 peptide; inhibition, % at 12.5 µM; 310,000 tested, 0.43% active; AID 504441, 2011; in the data active means inhibition above about 50%;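 further: plate controls were vehicle with enzyme for no effect and no enzyme for full effect; many of its hits are not listed in these tables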
TRPC4 PAM – positive allosteric modulators of TRPC4, primary screen, cell-based, mouse TRPC4beta, HEK293 mu-opioid, Fluo-4 calcium | Short transient receptor potential channel 4 (Mus musculus), Q9QUQ5 | DAMGO EC20, Fluo-4 Ca2+ flux; active compounds read high | B-score at 10 µM | 310,000 tested, 0.42% active;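 active means B-score of calcium response area above 5 SD of library B-scores, with initial fluorescence ratio within 5 SD of library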;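 further: B-score of integrated fluorescence ratio over time as area under calcium response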
KCNK3 block – human KCNK3 channel inhibitors, primary screen, CHO cells, FluxOR thallium flux, B-score | 340,000 tested, 0.84% active | FluxOR fluorescence; active compounds read low | Potassium channel subfamily K member 3 (Homo sapiens), O14649 | AID 602410, 2012 | B-score at 10 µM;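 active means B-score under library mean minus 4 SD, starting fluorescence ratio at most library mean plus 5 SD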;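 further: more negative B-score means stronger inhibition of thallium flux through KCNK3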
Target sequence (O14649 whole entry, looked up): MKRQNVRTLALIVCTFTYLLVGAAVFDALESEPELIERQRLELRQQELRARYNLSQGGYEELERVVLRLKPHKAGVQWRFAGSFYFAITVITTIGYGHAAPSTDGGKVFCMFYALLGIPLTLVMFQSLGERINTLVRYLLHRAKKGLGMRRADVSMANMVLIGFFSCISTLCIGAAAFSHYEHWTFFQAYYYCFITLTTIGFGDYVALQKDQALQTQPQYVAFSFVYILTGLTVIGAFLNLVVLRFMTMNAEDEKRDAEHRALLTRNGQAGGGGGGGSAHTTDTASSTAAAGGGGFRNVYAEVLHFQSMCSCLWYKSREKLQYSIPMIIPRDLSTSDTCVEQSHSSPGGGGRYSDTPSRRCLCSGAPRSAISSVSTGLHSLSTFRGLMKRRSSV
KCNQ1 pot – potentiators or activators of KCNQ1 channel, primary screen, cell-based, thallium flux, high-throughput | Potassium voltage-gated channel subfamily KQT member 1 (Homo sapiens), P51787 | CHO-K1 KCNQ1, thallium flux FluxOR fluorescence; active compounds read high | B-score at 10 µM | 310,000 tested, 0.35% active | AID 2648, 2010;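 active means fluorescence ratio B-score, a plate-corrected score, at least three library SD, with initial intensity B-score within 5 SD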
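Test system: CHO-K1 cells stably expressing KCNQ1 / Medium: assay buffer / Also added: depolarizing K+/Tl+ stimulus, K2SO4 and Tl2SO4 each 12.5 mM in 5x stock / Incubation: 90 min dye loading and 20 min compound exposure, both at room temperature / Signal: thallium influx via FluxOR fluorescence, kinetic imaging / Evaluation: B score of baseline-normalized fluorescence ratio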
* marks the source's active call; other numbers are inactive results; i = inactive; nt = not tested or not shown.

SMILES	KCNQ1 inh	KCNK9 block	PolyA inhibitor	hERG protect	Platelet DG rel	TRPC4 agonist	TRPC4 block	DYRK1A inh	TRPC4 PAM	KCNK3 block	KCNQ1 pot
CSc1nc(-c2ccc(N(C)C)cc2)c(C#N)c(=O)n1C	i	i	i	-6	-14	i	i	2	i	i	i
COC(=O)c1ccc(CSc2nnc(CS(=O)Cc3ccc(Br)cc3)n2-c2ccccc2)cc1 (centres undefined)	i	i	i	-5	-2	i	i	-3	i	i	i
CC(=O)N(C)c1ccc(NC(=O)/C=C/c2ccccc2Cl)cc1	i	i	i	-21	2	i	i	2	i	i	i
Cc1cccc(N2C(=O)C(O)=C(C(=O)c3cccs3)C2c2ccc(C(C)C)cc2)n1 (centres undefined)	i	i	i	-15	5	i	i	5	i	i	i
O=C(NCCc1ccccc1)[C@@H]1CC=C[C@@H]2CCN(Cc3ccccc3)C(=O)[C@@H]21	i	i	i	-2	-3	i	nt	2	i	i	i
COc1ccc(-c2nnc(SCC(=O)Oc3ccc(C)cc3)o2)cc1	i	i	i	-5	3	i	i	-4	i	i	i
O=c1cc(N2CCc3ccccc32)[nH]c(=O)n1-c1ccc(Cl)cc1	i	i	nt	-4	-3	i	i	0	i	i	i
CC(C)[C@H](Nc1ccc(S(=O)(=O)N2CCOCC2)cc1[N+](=O)[O-])C(=O)OCC(=O)N(C(C)C)C(C)C	i	i	i	-6	2	i	i	5	i	i	i
Cc1cccc(NC(=O)C2CCN(C(=O)NC3CCCCC3)CC2)c1	i	i	i	-1	2	i	i	-3	i	i	i
COc1ccc2[nH]c(=O)c(CN(Cc3nnnn3Cc3ccccc3)CC3CCCO3)cc2c1 (centres undefined)	i	i	i	-9	-5	i	i	3	i	i	i
CC1=NN(C(=O)c2ccccc2)C(O)(c2ccc(Br)cc2)C1 (centres undefined)	i	i	i	-9	-2	i	i	nt	i	i	i
COc1ccc(CNC(=O)CS(=O)Cc2nc(-c3ccc(OC)c(OC)c3)oc2C)cc1 (centres undefined)	i	i	i	-7	-4	i	i	-2	i	i	i
CCOC(=O)N1CCN(c2c(NCCCN(CC)CC)c(=O)c2=O)CC1	i	i	i	-10	4	i	i	-2	i	i	i
N#Cc1c(C(F)(F)F)cc(-c2ccccc2)nc1SCc1nc(N)nc(N2CCOCC2)n1	i	i	i	-15	6	i	i	3	i	i	i
CC(C)(C)n1nc2c(c1NC(=O)c1cc3ccccc3o1)CS(=O)(=O)C2	i	i	i	-7	10	i	i	1	i	i	i
Cc1cccc(OCC(=O)Nc2cccc3nsnc23)c1	i	i	i	-6	-6	i	i	nt	i	i	i
O=S(=O)(c1cc(F)ccc1F)N1CCN(c2ncccn2)CC1	i	i	i	-9	-1	i	i	0	i	i	i
NC(=O)CCn1nc(-c2ccccc2)c2ccccc2c1=O	i	i	i	-10	nt	i	i	32	i	i	i
COc1ccc(N2CC(C(=O)NC3CCSC3=O)CC2=O)cc1 (centres undefined)	i	i	i	-11	11	i	i	9	i	i	i
CC(C)OCCCNC(=O)CN1C(=O)/C(=C/c2ccccc2)Sc2ccccc21	i	i	i	-17	0	i	i	4	i	i	i
C=CCn1c(Cc2cccs2)nnc1SCC(=O)NCc1ccco1	i	i	i	-6	-4	i	i	1	i	i	i
N#CCCN1CCN(CCC#N)CC1	i	i	i	-7	3	i	i	-2	i	i	i
CC(C)(C)c1ccc(OC(=O)c2cccnc2)cc1	i	i	i	-6	0	i	i	3	i	i	i
COc1cc(C)c(NC(=O)C(=S)NCCc2ccccc2)cc1C	i	i	i	-12	14	i	i	-2	i	i	i
Cc1cc(/C=N/NC(N)=O)c(C)n1-c1ccc(F)cc1	i	i	i	-8	-6	i	i	nt	i	i	i
COc1cc(C)c(C)cc1S(=O)(=O)N1CCCc2ccccc21	i	i	i	-13	3	i	i	0	i	i	i
O=[N+]([O-])c1ccccc1Nc1nc(-c2cccnc2)cs1	i	i	i	-6	1	i	i	7	i	i	i
C=CCn1c(SCC(=O)c2ccc(CNC(C)=O)o2)nc2scc(C3CC3)c2c1=O	i	i	i	-9	-4	i	i	-2	i	i	i
Cc1ccc(-c2nc3cnccn3c2Nc2ccc3c(c2)OCCO3)o1	i	i	i	-7	-3	i	i	5	i	i	i
CSCC[C@H](NC(=O)N1C[C@H]2C[C@@H](C1)c1cccc(=O)n1C2)C(=O)Nc1ccc(NC(C)=O)cc1	i	i	i	-3	0	i	i	1	i	i	i
CCc1cc(/C(Cc2csc(C)n2)=N/O)c(O)cc1O	i	i	i	-8	-17	i	i	-4	i	i	i
Cc1cc(C)c(OCC(=O)Nc2nnc(-c3ccco3)o2)c(C)c1	i	i	i	-10	-6	i	i	nt	i	i	i
CC(=O)N1CCc2cc(S(=O)(=O)NC(C(=O)NCc3ccccc3)C(C)C)ccc21 (centres undefined)	i	i	i	-7	-2	i	i	-2	i	i	i
Cc1ccc(C(=O)OC(C)C(=O)NCc2ccc3c(c2)OCO3)cc1S(=O)(=O)N1CCOCC1 (centres undefined)	i	i	i	-6	2	i	i	-4	i	i	i
O=c1c2ccccc2nc2n1C(CSc1ccccc1)CS2 (centres undefined)	i	i	i	-5	-3	i	i	-3	i	i	i
Cc1ccccc1OCCNC(=O)CNC(=O)c1ccccc1O	i	i	i	-4	-7	i	i	-5	i	i	i
O=C(CCNC(=O)N1CCn2c1nc1ccccc12)NCc1ccc(Cl)cc1	i	i	i	-8	1	i	i	0	i	i	i
O=C(NCc1ccc2c(c1)OCO2)C(c1ccco1)N(C(=O)c1csnn1)c1ccccc1 (centres undefined)	i	i	i	-8	7	i	i	-4	i	i	i
COc1ccccc1Cn1c(=O)[nH]c2cccnc21	i	i	i	-4	1	i	i	5	i	i	i
CCN(CC)S(=O)(=O)c1ccc(C(=O)NC2=NCCS2)cc1	i	i	i	-4	3	i	i	4	i	i	i
CCCCNc1nnc(Cc2ccc(Cl)cc2)c(=O)[nH]1	i	i	i	-7	4	i	i	1	i	i	i
CN1CCC(=NNC(=O)C(=O)NC(C)(C)C)CC1	i	i	i	-2	-8	i	i	-4	i	i	i
CC(C)(C)OC(=O)N1CCN(C(=O)Cn2cc(CCO)nn2)CC1	i	i	i	-7	-5	i	i	8	i	i	i
CCOC(=O)CCCNC(=O)CN1C(=O)NC(c2ccccc2)(c2ccccc2)C1=O	i	i	i	-12	-11	i	i	-2	i	i	i
O=C(Nc1ccccc1N1CCOCC1)C1(c2ccc(Cl)cc2)CCC1	i	i	i	-12	-6	i	i	5	i	-11*	i
Cc1ccccc1N1CCN(S(=O)(=O)N(C)C)CC1	i	i	i	-9	3	i	i	4	i	i	i
Cc1ccc(N2C(=O)CN(Cc3ccccc3)C2=S)cc1C	i	i	i	-4	-5	i	i	-5	i	i	i
O=C(COC(=O)Cc1ccc(Br)cc1)NCc1ccc(F)cc1	i	i	i	-7	3	i	i	-6	i	i	i
C=CC(COCc1ccccc1)N(C(=O)OC(C)(C)C)S(=O)(=O)c1ccccc1Br (centres undefined)	i	i	i	-11	3	i	i	2	i	i	i
C/C=C\C(=O)Nc1cccc(C2=NOC3(C2)C[C@@H](C(N)=O)N(C(=O)c2ccccc2)C3)c1 (some centres undefined)	i	i	i	-6	1	i	i	1	i	i	i
O=C(Nc1ccccc1)C1=C[C@H](c2ccc(C(F)(F)F)cc2)C[C@H](OCCCCO)O1	i	i	i	-5	-1	i	i	-1	i	i	i
CCOc1cccc(-c2nnc(SCC(=O)Nc3cccc(OC)c3)n2N)c1	i	i	i	-5	9	i	i	-2	i	i	i
CCN(CC)S(=O)(=O)c1cccc(NC(=O)CC2CCCC2)c1	i	i	i	-14	-30	i	i	-1	i	i	i
O=Cc1c(NCc2ccc(F)cc2)c2ccccc2[nH]c1=O	i	i	i	-4	-8	i	i	11	i	i	i
CC(=O)Nc1ccc(S(=O)(=O)Nc2ccccc2C(=O)N2CCCCC2)cc1	i	i	i	-4	0	i	i	-10	i	i	i
Cc1ccccc1C(=O)NC(=S)NCCc1ccccc1	i	i	i	-3	-8	i	i	-4	i	i	i
Cc1ccc2c(c1)N(CCC(=O)NCc1cccs1)C(=O)C(C)O2 (centres undefined)	i	i	i	-7	-2	i	i	-14	i	i	i
Cc1[nH]c2ccc(F)cc2c1CCN(Cc1ccncc1)C(=S)Nc1cccc(F)c1	7*	-8.1*	i	-11	16	i	i	6	i	i	i
COc1ccc2nc(NC(=O)c3ccoc3C)sc2c1	i	i	i	-7	91*	i	i	4	i	i	i
O=C1COc2ccc(C(=O)COC(=O)c3ccc(S(=O)(=O)C(F)F)cc3)cc2N1	i	i	i	-12	15	i	i	nt	i	i	i

Further records follow:
SMILES	KCNQ1 inh	KCNK9 block	PolyA inhibitor	hERG protect	Platelet DG rel	TRPC4 agonist	TRPC4 block	DYRK1A inh	TRPC4 PAM	KCNK3 block	KCNQ1 pot
Oc1ccc2ccccc2c1CN1CCN(c2ccccc2F)CC1	i	i	i	-5	0	i	i	-2	i	i	i
O=C(NCC1CCCO1)c1ccc2c(c1)C(=O)N(C1CCCCC1)C2=O (centres undefined)	i	i	i	-8	-3	i	i	5	i	i	i
COc1ccc2nc(NCc3cccnc3)sc2c1	i	i	i	-4	-5	i	i	10	i	i	i
CCC(=O)Nc1ccc2c(c1)nc(CCN1CCN(c3ccccc3)CC1)n2C	i	i	i	-15	0	i	i	2	i	i	i

Only part of the results is shown; rates above refer to the full screens.
